Screening data as filed in PubChem BioAssay.
Vif-APOBEC3G blk: Vif-A3G binding inhibition | Q9HC16 | HeLa A3G-eYFP + Vif (tagged APOBEC3G with the HIV-1 protein that degrades it), YFP fluorescence, overnight | Potency, µM (highest dose often 46.1 µM), for inactives: at the top dose activity, negative = active, most hits filed as inhibitors | 410,000 tested, 0.076% active;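 note: potency is the fitted concentration of half-maximal effect; % is set by controls: 0 for no effect and ±100 for the full control effect; nearly all actives have a fitted effect of over 60% in size; hits raise eYFP signal because A3G escapes Vif-driven loss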
Target sequence (Q9HC16 whole entry, looked up): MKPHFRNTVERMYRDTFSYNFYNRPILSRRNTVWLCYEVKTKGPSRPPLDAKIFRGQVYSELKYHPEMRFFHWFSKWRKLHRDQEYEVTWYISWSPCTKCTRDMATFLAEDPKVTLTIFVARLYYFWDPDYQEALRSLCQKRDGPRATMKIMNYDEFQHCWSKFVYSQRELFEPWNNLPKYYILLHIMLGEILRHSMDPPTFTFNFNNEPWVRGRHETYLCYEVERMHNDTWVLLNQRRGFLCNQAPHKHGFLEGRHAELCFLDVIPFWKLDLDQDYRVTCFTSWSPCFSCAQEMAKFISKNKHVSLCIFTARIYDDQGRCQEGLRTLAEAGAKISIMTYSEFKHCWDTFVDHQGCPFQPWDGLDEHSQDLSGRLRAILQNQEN
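Read-out is eYFP fluorescence (Ex 488/Em 500-530) from Vif-expressing HeLa A3G-eYFP cells; more signal means A3G escaped Vif-mediated degradation. Cells plated overnight, compound pinned in, incubated overnight at 37 deg C.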
LDHA inh: LDHA (human) enzyme inhibition; activity change, % (values are at about 110 or 230 µM); P00338; 480,000 tested, 0.15% active; purified LDHA, NADH/diaphorase-resazurin fluorescence; stronger effect = lower value; in the data active = activity change below about -30%; inconclusive = mostly about -25% to -30%;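 note: plate controls were DMSO wells for no effect and wells without enzyme for full effect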
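Resorufin fluorescence (ex540/em590), read at 0 and 20 min after diaphorase/resazurin addition, reports the NADH left after a 5 min room-temperature reaction of 2 nM human LDH5 with 0.06 mM NADH and 0.2 mM pyruvate.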
Vif-A3F inh: Vif-A3F binding inhibition; HeLa A3F-eYFP + Vif (tagged APOBEC3F with the HIV-1 protein that degrades it), YFP fluorescence increase; Potency, µM (doses to about 46.1 µM), for inactives: at the highest dose activity, negative = active; 390,000 tested, 0.2% active; AID 602313; note: potency is the fitted concentration of half-maximal effect; % of control where 0% means no effect; nearly all actives have a fitted effect of over 65% in size
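HeLa cells stably expressing Vif plus C-terminally eYFP-tagged A3F were seeded, incubated overnight at 37 deg C, dosed with compound, incubated overnight again at 37 deg C. Yellow fluorescence (Ex 488/Em 500-530) reported blocked Vif-mediated A3F-eYFP degradation.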
RXFP1 agonist: RXFP1 (human) receptor agonism. Q9HBX9. HEK293T-RXFP1 cAMP TR-FRET, 30 min; response scale: percent of porcine relaxin response, buffer zero. Potency, µM (top dose mostly 57.5 µM), without a hit: at the highest dose activation, actives largely listed as activators. 370,000 tested, 0.3% active; note: potency is the fitted concentration of half-maximal effect; % is set by controls: 0 for no effect and ±100 for the full control effect; nearly all actives have a fitted effect of over 60% in size; many of its hits are not listed in these tables
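cAMP rise read by TR-FRET after 30 min, 37C compound exposure (up to 58 uM) in RXFP1-transfected HEK293 cells with Ro 20174 present. EC50 from Hill-equation fits, with 29 nM porcine relaxin as 100% and buffer as basal.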
D1 antag: antagonists of human D1 dopamine receptor. activity change, negative = inhibition, % at 10 µM. AID 504652. P21728. HEK293 TREx D1 cells, calcium flux, dopamine EC80; stronger effect = lower value. 360,000 tested, 3.2% active; in the data active = activity change below about -30%; note: % is set by controls: 0 for no effect and ±100 for the full control effect
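Inducible Hek293 Trex D1 cells (tetracycline, overnight, 30 C). Calcium dye 30–90 min RT. Antagonist mode: EC80 dopamine added after 180 s compound read.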
D1 agonist: agonists of human D1 dopamine receptor. HEK293 T-REx D1 cells, calcium flux, agonist mode. activation, % at 2 µM. 360,000 tested, 1% active. AID 504660; in the data active = activation above about 30%; note: 0% is about no effect
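Tetracycline-induced HEK293 TREx D1 cells, force-coupled to calcium signalling, were dye-loaded with a no-wash calcium kit. Compound was pin-added after a 10 s baseline. Fluorescence was read kinetically at 1 cycle/s for 180 s, with calcium rises flagged as agonism.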
Glioma ERSR ind: induces the endoplasmic reticulum stress response in human glioma cells; U87-MG GRP78 promoter luciferase reporter, 16 h; Potency, µM, without a hit: at the top dose activation, hits mostly activators; 420,000 tested, 0.02% active; AID 602332; note: potency is the fitted concentration of half-maximal effect; series mostly up to about 76 µM; % of control where 0% means no effect; nearly all actives have a fitted effect of over 35% in size
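Stably transfected U87-MG human glioma cells carrying a GRP78-based luminescent sensor were seeded at 1000 cells/well, pin-dosed with compounds and incubated 16 h. Luciferase reagent was then added, and end-point luminescence was read after 10 min at room temperature.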
D2 PAM: D2 dopamine receptor (human) potentiation; P14416; HEK293 T-REx D2, calcium flux, EC20 dopamine potentiation; potentiation, % at 10 µM; 340,000 tested, 0.34% active; AID 485347;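 active = potentiation over 3 SD above the plate norm, cut at about 30% in these data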; note: 0% is about no effect
Target sequence (P14416 whole entry, looked up): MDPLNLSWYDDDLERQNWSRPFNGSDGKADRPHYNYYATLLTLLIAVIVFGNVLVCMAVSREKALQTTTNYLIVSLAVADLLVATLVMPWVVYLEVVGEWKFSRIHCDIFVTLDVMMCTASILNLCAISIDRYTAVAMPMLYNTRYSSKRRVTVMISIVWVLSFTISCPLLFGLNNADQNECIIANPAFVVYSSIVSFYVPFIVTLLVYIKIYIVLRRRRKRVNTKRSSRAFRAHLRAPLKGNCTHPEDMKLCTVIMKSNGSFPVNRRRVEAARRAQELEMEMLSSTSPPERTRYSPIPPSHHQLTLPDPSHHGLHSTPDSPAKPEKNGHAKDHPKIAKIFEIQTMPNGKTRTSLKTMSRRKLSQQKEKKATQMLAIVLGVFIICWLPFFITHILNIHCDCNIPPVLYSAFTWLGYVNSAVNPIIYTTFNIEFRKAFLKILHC
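Cells plated with tetracycline inducer and held overnight at 30 C; calcium dye loaded 30–90 min at room temperature; baseline taken, compound added and read 180 s; EC20 dopamine then added and read 180 s.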
D1 potentiator: human D1 dopamine receptor positive modulation. HEK293 TREx D1 cells, calcium flux, dopamine EC20 potentiation. potentiation, % at 10 µM. 360,000 tested, 0.036% active. AID 504651; in the data active = potentiation above about 30%; note: 0% is about no effect
* hit, by the source's call; u = inconclusive; x = no result given; & = joins results of further samples. Unless noted, calls come from the whole dose curve; as a rule, active = well fitted curve in the direction sought with a large enough effect; inconclusive = small, poorly fitted or top-dose-only effect, or another doubt; inactive = no such curve, though single readings can be large; an effect the other way counts as inactive or inconclusive. Not all compounds are listed; rates above refer to the full screens.

SMILES	Vif-APOBEC3G blk	LDHA inh	Vif-A3F inh	RXFP1 agonist	D1 antag	D1 agonist	Glioma ERSR ind	D2 PAM	D1 potentiator
C[C@H](CO)N1C[C@H](C)[C@@H](CN(C)Cc2ccccc2)Oc2c(NC(=O)c3ccncc3)cccc2C1=O	1%	-9	6%	x	x	x	1%	x	x
COc1cc(CCC(=O)NCc2ccc3c(c2)CCN3C(=O)c2cccc(C)c2)cc(OC)c1OC	4%	-1	-6%	-4.7%	-19	0	-6%	-1	-2
CC1(C(=O)Nc2nc3ccc(S(C)(=O)=O)cc3s2)CC1(Cl)Cl (centres undefined)	-1%	-7	3%	x	x	x	5%	x	x
CCC(C)C(NC(=O)OCc1ccccc1)C(=O)NC(Cc1ccc(O)cc1)C(=O)OC (centres undefined)	2%	-2	-1%	1.2%	3	62*	-4%	1	-3
COc1ccc(NC(C)=O)cc1S(=O)(=O)Nc1ccc(C(=O)N2CCCC2)cc1	3%	-7	-2%	-5.8%	0	2	-2%	4	9
CN1CCN(S(=O)(=O)c2ccc(Cc3ccc(S(=O)(=O)N4CCN(C)CC4)cc3)cc2)CC1	0%	-4	1%	1.7%	2	2	-2%	0	-7
O=C(CSc1nc2ccccc2n1CCc1ccccc1)c1ccc(O)c(O)c1	-6%	6&5	7%	0.2%	-10	0	1%	2	3
CCOC(=O)C1=C(C)NC(C)=C(C(=O)OCC)C1C(=O)OCC(=O)N1CCCCC1CC (centres undefined)	0%&-1%	-6&-5	-5%&1%	-1.9%	9	0	-3%&-4%	8	-3
O=C1CC(N2CCOCC2)C(=O)N1c1cccc(Cl)c1 (centres undefined)	0%	-3	3%	0.1%	11	1	-7%	5	0
CCc1ccc(C2CC(c3ccc(C)cc3)Nc3nc(N)nn32)cc1 (centres undefined)	-1%	-6	2%	0.9%	-14	4	1%	10	2
O=C(CN1C(=O)C2(SCC(=O)N2c2cccc(F)c2)c2ccccc21)NCc1ccccc1Cl (centres undefined)	-4%	-5	-2%	0.5%	7	5	-2%	-2	6
COc1ccc(/C=N/NC(=O)c2ccc(N)cc2)cc1Cn1cc([N+](=O)[O-])cn1	u	-2	-2%	-0.1%	-11	2	-5%	1	-7
CCN1C[C@@H]2[C@@H]3C(=O)N(Cc4ccccc4)C(=O)[C@@H]3[C@](Cc3ccccc3)(C(=O)OC)N2C1=NC	1%	2	0%	x	x	x	-4%	x	x
CCOC(=O)C1=C(C)Nc2sc(C(=O)c3ccc(Br)cc3)c(N)c2C1c1ccc(C(=O)OC)cc1 (centres undefined)	1%	-3	-4%	0.9%	-7	12	-1%	-5	-2
CN1/C(=C/C(=O)COC(=O)CN2C(=O)C3CC=CCC3C2=O)C(C)(C)c2ccccc21 (centres undefined)	1%	-12	-7%	x	x	x	-3%	x	x
O=C(Nc1ccccc1Cl)C1CCN(c2nc3ccccc3[nH]2)CC1	-2%	-8	-6%	3.6%	4	-1	-3%	-4	4
CN(C)C(/C=C/Nc1ccc(F)cc1F)=C(C#N)C#N	-3%	-3	0%	-0.3%	-2	1	-2%	-4	-3
Cc1cc(=O)oc2cc(NC(=O)c3ccnn3C)ccc12	3%	2	-7%	4.3%	-2	7	-1%	8	-2
Cc1cccc(-n2nnnc2SCc2csc(-c3ccccc3)n2)c1	-9%	0	0%	0.6%	-26	42*	-2%	x	-2
O=C(OCC(=O)N1CCN(C(=O)c2ccco2)CC1)c1cc(-c2ccc(F)cc2)nc2ccccc12	-1%	4	-8%	0.6%	-11	3	1%	2	-5
O=S(=O)(NC1CC1)c1ccc(S(=O)(=O)N2CCN3CCCC3C2)cc1 (centres undefined)	1%	-9	-3%	-0.4%	-20	-1	0%	3	-4
CN(C)S(=O)(=O)c1ccc(N2CCCC2)c(C(=O)Nc2nc3c(ccc4ccccc43)s2)c1	-1%	5	-14%	-0.2%	-18	4	-3%	30	-1
CCn1ccc2cc(S(=O)(=O)N3CCC(C(=O)NCc4cccc(C)c4)CC3)ccc21	-1%	-4	0%	0.1%	-5	6	-1%	1	0
Cc1cc(C)nc(-n2nc(C)cc2NC(=O)c2ccc(S(=O)(=O)N3CCOCC3)cc2)n1	1%	-3	-14%	3.0%	4	1	-4%	-5	0
O=S(=O)(Nc1cccc(-c2ccc(N3CCCCCC3)nn2)c1)c1ccc(F)cc1	7%&1%	-5&2	2%&-1%	2.1%&-0.6%	4&-6	0&3	0%&2%	-4&-1	-2&0
Continuation.
SMILES	Vif-APOBEC3G blk	LDHA inh	Vif-A3F inh	RXFP1 agonist	D1 antag	D1 agonist	Glioma ERSR ind	D2 PAM	D1 potentiator
c1ccc(-n2ncc3c(N4CCN(c5ccccn5)CC4)nc(N4CCCCCC4)nc32)cc1	-7%	-7	0%	1.2%	6	5	1%	15	-1
N#Cc1c(C(F)(F)F)cc(=O)[nH]c1SCC(=O)O	1%	-5	12%	-0.1%	7	2	-1%	8	-1
CCOC(=O)C1CCN(C(=O)c2cc(S(=O)(=O)N3CCOCC3)c(Cl)cc2Cl)CC1	-1%	1	1%	3.5%	3	5	-4%	11	-4
CC(=O)N1CCN(CC(=O)Nc2c(Cl)cc(Cl)cc2Cl)CC1	-2%	-4	-1%	-0.4%	-9	1	-4%	-6	6
Cc1cc(C)n(-c2ccc(Cl)c(Cl)c2)n1	-8%	-6	-15%	1.8%	2	1	-3%	5	-5
COc1ccc(NS(=O)(=O)c2cc(OC)ccc2NC(=O)c2cc(C)oc2C)cc1	u	3	-6%	2.4%	-2	3	-6%	-5	-3
CCn1c(SCC(=O)N(C)CC(=O)Nc2cccc(OC)c2)nnc1-c1ccco1	-2%	-4	-1%	0.7%	2	4	-5%	2	0
CC(C)(C)c1ccc(C(=O)NCC(=O)OCC(=O)c2ccc3c(c2)-c2ccccc2C3)cc1	-10%	-12	-1%	-1.1%	-1	3	5%	13	-7
Brc1ccc(OCc2nnc(SCC3CCCCC3)o2)cc1	-1%	0	0%	3.0%	-1	10	-2%	-4	-3
CNC(=O)c1[nH]cnc1C(=O)Nc1cccc(C)c1	4%	-6	-1%	11%	x	0	1%	-1	-3
CCCNC(=S)N1CCC(NC(=O)c2cccc(C)c2)CC1	0%	-3	0%	0.1%	-5	1	-5%	-3	1
Cc1ccc(NC(=O)Cn2cc3c(n2)CCCC3)cc1Cl	-3%	-12	-4%	2.7%	-7	0	-2%	-10	3
O=C(CNC(=O)c1n[nH]c2ccccc12)Nc1cc(Cl)ccc1Cl	-12%	-7	-3%	x	x	x	-6%	x	x
C[C@@H]([C@@H](O)c1ccccc1)N(C)C(=O)C(N)Cc1ccccc1 (some centres undefined)	1%	1	3%	-3.5%	22	2	-5%	-1	-3
Cc1sc(NC(=O)C2CSC3(C)CCC(=O)N23)nc1-c1ccc(F)cc1 (centres undefined)	-19%	-8	-10%	0.0%	-2	1	-2%	-9	1
O=C(/C=C/c1ccco1)Nc1ccc(-c2nc3ccccc3[nH]2)cc1	-7%	-8	1%	0.9%	-30	1	-2%	-3	-6
CCN(CC)c1ccc(CNC(=O)C/C(C)=N/NC(=O)COc2ccc(C)cc2Br)cc1	2%	0	2%	-1.8%	-6	0	0%	-5	-4
CCOC(=O)C1(Cc2ccc(OC)cc2)CCN(C(=O)CN2CCCCC2=O)CC1	3%	-14	-15%	-0.2%	3	0	4%	-10	-1
CCc1nnc(NC(=O)CSCc2cc(=O)c3ccc(C)cc3[nH]2)s1	-1%	5	3%	-0.5%	-2	4	-2%	-8	-1
CSc1nc2ccc3nc(NC(=O)c4ccc(C)cc4)sc3c2s1	-2%	0	4%	3.0%	12	-2	-2%	3	7
Cn1c(=O)c2c(nc(N3CCCCC3)n2CCCNC2=NCCCC2)n(C)c1=O	1%	6	4%	5.3%	10	1	0%	1	0
Cc1nc(SCC(=O)N2CCCCC2)c2c(C)c(C)sc2n1	-1%	-15	1%	3.2%	-10	7	7%	14	-10
CCOc1ccc2[nH]cc(S(=O)(=O)c3ccc(Cl)cc3)c(=O)c2c1	-7%	-44*	-6%	2.9%	16	2	-1%	-2	-3
Cc1ccc(C)c(NC(=O)CSc2ccc(-c3cccs3)nn2)c1	-11%	-12	-9%	5.7%	-81*	1	-4%	5	-7
O=C(Nc1ccc2c(c1)OCCO2)c1cccc(Br)c1	-7%	-8	2%	1.2%	-20	10	-1%	-7	-4

Sorted by value in Vif-APOBEC3G blk (descending): three from the list above
compound,Vif-APOBEC3G blk
CSc1nc2ccc3nc(NC(=O)c4ccc(C)cc4)sc3c2s1,-2%
Cc1ccc(NC(=O)Cn2cc3c(n2)CCCC3)cc1Cl,-3%
Cc1sc(NC(=O)C2CSC3(C)CCC(=O)N23)nc1-c1ccc(F)cc1 (centres undefined),-19%

Later entries
SMILES	Vif-APOBEC3G blk	LDHA inh	Vif-A3F inh	RXFP1 agonist	D1 antag	D1 agonist	Glioma ERSR ind	D2 PAM	D1 potentiator
CCCNc1nc(C)c(C(C)=O)cc1C#N	0%	-8	-8%	0.6%	-11	0	-1%	-4	-7
Cc1nn(CC(=O)Nc2cccnc2N2CCOCC2)c(=O)c2ccccc12	x	x	x	1.6%	-6	2	x	-1	-1
CCCOc1ccc2cc(C(=O)NCc3ccccc3)c(=O)oc2c1	-229%	-1	32µM*	22%	-3	5	4%	9	-2
CCOC(=O)/C(C#N)=C\c1ccc(OCC(=O)Nc2ccc(C)cc2C)c(OC)c1	0%	-7	-1%	u	x	x	-2%	x	x
CCn1c(C(c2ccccc2)c2ccccc2)n[nH]c1=S	-3%	-3	-4%	0.4%	-5	0	-5%	2	-1
CCN(CC)c1nc(OC)nc(-n2nnc(C(C)=O)c2C)n1	-1%	-9	-2%	7.3%	4	0	1%	13	-4
CCCCn1c(=O)[nH]c2c(oc3ccccc32)c1=O	-6%	2	1%	1.2%	-6	11	1%	19	0
CCOc1ccc(N(CC)C(=O)CCS(=O)(=O)c2cccc3nonc23)cc1	-2%	-5	1%	3.3%	1	3	-1%	-7	-7
CCOc1ccc(N=Cc2c(O)c3ccccc3oc2=O)cc1	1%	-1	7%	0.0%	11	0	-2%	15	4
